# hiPSC survival = increases survival of single human iPS cells | hiPSC single-cell survival, ATPlite luminescence; 100% = ROCK inhibitor wells, 0% = DMSO | survival enhancement, % at 20 µM | actives 0.044% (n = 360,000); in the data active = survival enhancement above about 18%;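 note: cells exposed to compounds for 16 hours before the ATP read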
# PDI inh = blocks human protein disulfide isomerase activity; P07237; PDI insulin aggregation turbidity, A650, 90 min; inhibition, % at 10 µM; actives 0.052% (n = 350,000);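 active = mean inhibition across replicates of 30% or more, whatever share of single replicates reach that level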;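 note: absorbance from insulin aggregation driven by PDI reduction with DTT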
# Target sequence (P07237 whole entry, looked up): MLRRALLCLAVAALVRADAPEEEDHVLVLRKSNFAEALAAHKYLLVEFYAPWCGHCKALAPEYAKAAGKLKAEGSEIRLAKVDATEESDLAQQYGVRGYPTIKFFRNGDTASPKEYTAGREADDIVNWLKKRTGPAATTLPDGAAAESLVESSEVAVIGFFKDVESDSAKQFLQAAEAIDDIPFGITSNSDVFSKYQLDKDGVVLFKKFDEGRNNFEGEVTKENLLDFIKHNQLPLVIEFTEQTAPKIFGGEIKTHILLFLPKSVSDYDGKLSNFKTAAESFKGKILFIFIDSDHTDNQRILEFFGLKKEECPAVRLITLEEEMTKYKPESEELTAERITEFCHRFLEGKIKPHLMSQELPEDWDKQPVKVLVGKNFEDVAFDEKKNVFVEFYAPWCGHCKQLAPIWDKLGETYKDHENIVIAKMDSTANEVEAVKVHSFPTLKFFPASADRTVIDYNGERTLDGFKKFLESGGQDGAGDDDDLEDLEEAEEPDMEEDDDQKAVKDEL
# aDG glyco act = increases alpha dystroglycan glycosylation; Pro5-aDG cells, alpha-DG glycosylation AlphaScreen (IIH6); 0% Pro5, 100% B10-LARGE cell signal; activation, % at 10 µM; actives 0.22% (n = 360,000); AID 624168;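 active = activation of at least 8% versus controls, or a plate z-score of at least 8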;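 note: Pro5 are CHO cells carrying HIG-tagged alpha-DG that lacks glycosylation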
# Granule exo inh = blocks lytic granule exocytosis. actives 0.66% (n = 360,000). TALL-104 LAMP-1 surface exposure, flow cytometry; cells stimulated with thapsigargin and PMA. inhibition, % at 10 µM;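 active = inhibition above about 55%, limit read from the data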
# Cardio protect = myocardial damage modulation in H9c2 cells. H9c2 cardiomyocytes, H2O2 injury protection, ATPLite, 2 h. protection from H2O2 cell death, % at 20 µM. actives 0.63% (n = 360,000). AID 588492;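 active = compounds giving at least 50% protection of heart cells from peroxide-induced death in the single-dose screen, raw or plate-pattern-corrected value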;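 note: 0% = DMSO wells with peroxide and 100% = DMSO wells without peroxide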
# N-glyco inh = blocks N-linked glycosylation in D54 reporter cells; reporter increase, % at 12.5 µM; actives 0.23% (n = 360,000); D54 ERlucT glycosylation luciferase reporter, 24 h; percent of 100 nM tunicamycin response; AID 588692;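 active = mean luciferase reporter signal, scaled so untreated is 0 and the glycosylation-blocking control 100, at or above a set limit in every replicate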;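 note: luciferase carries N-glycosylation sites so blocking glycosylation raises the light; 0% = median of neutral control wells and 100% = median of 100 nM tunicamycin wells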
# HTR2A ag = agonists of mouse serotonin 5-HT2A receptor (HTR2A). activation, % at 7.6 µM. actives 0.66% (n = 360,000). CHO-K1 mHTR2A beta-arrestin complementation, luminescence; percent of 30 µM serotonin response;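 active = activation above a run cutoff, the mean activation of all tested compounds plus 3 SD, cut at about 14% in these data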;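 note: 0% = plate median of compound wells and 100% = 30 µM serotonin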
# Target sequence (P35363 whole entry, looked up): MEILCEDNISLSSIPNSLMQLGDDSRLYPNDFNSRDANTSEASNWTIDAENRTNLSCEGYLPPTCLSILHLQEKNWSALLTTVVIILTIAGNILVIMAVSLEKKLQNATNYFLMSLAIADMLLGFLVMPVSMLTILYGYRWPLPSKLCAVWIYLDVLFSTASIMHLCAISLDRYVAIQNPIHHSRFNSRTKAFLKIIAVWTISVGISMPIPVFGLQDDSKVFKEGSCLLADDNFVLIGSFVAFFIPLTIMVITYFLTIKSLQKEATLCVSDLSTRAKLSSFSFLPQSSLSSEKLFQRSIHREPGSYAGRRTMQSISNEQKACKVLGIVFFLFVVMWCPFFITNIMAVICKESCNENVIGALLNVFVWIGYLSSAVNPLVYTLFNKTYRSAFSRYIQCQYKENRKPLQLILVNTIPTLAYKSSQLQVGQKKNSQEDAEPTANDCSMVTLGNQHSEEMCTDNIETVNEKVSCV
# CaV13 ICDI inh = Primary screen for inhibitors of IQ motif and Ca2+-dependent inactivation inhibitor domain binding in CACNA1D, Förster resonance energy transfer in living cells, …. HEK cells, CFP/YFP FRET ICDI-IQ, plate reader, 10 min; percent FRET-ratio fall versus neutral wells. inhibition, % at 12.3 µM. actives 0.098% (n = 340,000);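 active = mean replicate inhibition of at least 30% and at least 1% of replicates passing that level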;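 note: 0% = median of the neutral control wells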
# ABCB6 inh 2 = blocks the human ABCB6 transporter; Q9NP58; K562-ABCB6 porphyrin accumulation, flow cytometry, 1 h; hits give low values; AID 602162; fluorescence ratio to DMSO, % at 10 µM; actives 0.19% (n = 360,000);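 active = fluorescence ratio to DMSO below 75%, the collection mean minus 3 SD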;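 note: signal is porphyrin accumulated inside mitochondria; 100% equals median channel fluorescence of DMSO control wells; lower ratio means ABCB6 inhibition with less porphyrin fluorescence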
# Vif inh = blocks HIV Vif function; HEK293T cells, Vif self-association by quenched fluorescence, imaging, 24 h; inhibition, % at 7.49 µM; actives 0.35% (n = 340,000); in the data active = inhibition above about 50%, passing the limit was not always enough; note: some results filed as inactive read as strong as hits
# The depositor's hits bear a star; / = not tested or not shown.
Molecule,hiPSC survival,PDI inh,aDG glyco act,Granule exo inh,Cardio protect,N-glyco inh,HTR2A ag,CaV13 ICDI inh,ABCB6 inh 2,Vif inh
Cc1cc(C)cc(N(CCC(=O)Nc2nnc(C)s2)S(=O)(=O)c2ccc(Cl)cc2)c1,5.7,8,-0.1,0,0,18,1,-4,95,3
Cc1ccc2c(c1)[C@H]1[C@H](CO2)[C@H](c2ccccc2)[C@]2(C)C(=O)Nc3ccc(F)cc3C(=O)N12,-2.9,-3,0.1,-5,-1,14,-3,-8,100,0
COc1ccc(OC)c(-n2c(C)cc(/C=C3\C(=N)N4N=C(CC(=O)N5CCOCC5)SC4=NC3=O)c2C)c1,0.3,3,-0.2,-1,1,-1,5,-32,98,-8
Cc1ccc(N(C(=O)c2csnn2)C(C(=O)NC2CCCCC2)c2cccnc2)cc1C (stereo unspecified),0.0,3,0.0,-3,-1,0,-1,-5,101,-2
CC(NC(=O)c1ccc(S(C)(=O)=O)cc1)c1cccc2ccccc12 (stereo unspecified),-0.4,5,-0.1,-2,-1,0,-4,-2,96,5
CCn1c(=O)c(C(=O)NCCCO)c(O)c2ccccc21,5.2,0,-0.4,0,5,1,6,-5,90,-1
Cc1ccc(-n2c(N)c(C(=O)N3CCN(C)CC3)sc2=S)cc1,0.7,-3,0.2,4,4,-1,-3,-10,95,-4
CCOC(=O)N1CCN(c2cc(NCCO)c([N+](=O)[O-])c3nonc23)CC1,0.0,-1,-0.1,-1,8,3,-2,3,99,-2
COc1ccccc1-n1c(CNC(=O)c2ccccc2)nnc1SCC(=O)Nc1nnc(C)s1,2.8,/,-0.3,0,5,-1,-4,-3,97,2
Cc1cc(=O)n2nc(N3CCCC(C(=O)NCc4ccc5c(c4)OCO5)C3)sc2n1 (stereo unspecified),-3.8,-16,-0.2,-1,2,1,-2,-5,96,-2
O=S(=O)(c1ccccc1)C1Cc2ccccc2C1Cl (stereo unspecified),0.5,12,0.1,-2,-1,-1,-5,3,95,-4
COc1ccc(-c2nc(NC(=O)C3CC(=O)N(c4ccc5c(c4)OCCO5)C3)sc2C)cc1 (stereo unspecified),-0.4,-2,-0.2,18,-19,23,-2,-3,106,-19
CCOC(=O)c1ccc(S(=O)(=O)NC2CCC(C)CC2)cc1 (stereo unspecified),-0.3,-6,0.8,22,-17,0,-3,-7,100,-15
CCOP(=O)(OCC)c1cccc(P(=O)(c2ccccc2)c2ccccc2)c1O,1.2,-6,-0.2,11,4,-1,7,-20,94,16
O=C(NC(=S)N1CCCCCC1)c1ccc(Cl)cc1Cl,-0.2,0,0.1,-8,4,-1,3,-6,101,-2
COc1ccccc1NCCC(=O)OCC(=O)Nc1ccccc1F,0.3,2,0.0,-1,4,0,-9,-3,99,3
CCOC(=O)c1ccc(NC(=S)Nc2ccc3[nH]c(=O)[nH]c3c2)cc1,1.0,1,-0.1,-2,-4,-2,1,-12,100,3
O=c1c2ccccc2nc(/C=C/c2c[nH]c3ccccc23)n1CCO,-0.2,7,0.2,1,43,2,15*,-52,95,-7
Clc1cccc(Cl)c1-c1noc(-c2ccno2)n1,-0.2,-8,-0.1,-6,0,-1,3,-20,90,-2
Nc1nnnn1N=C1CCCCC1,-1.6,0,-0.2,1,-2,2,0,-6,96,7
COc1ccc(NC(=O)C2CCN(S(=O)(=O)c3ccc4c(c3)NC(=O)CO4)CC2)cc1,1.1,6,-0.3,-1,-4,0,-9,-5,99,2
Cc1c(OC(C)C(=O)NCCN2CCOCC2)ccc2c3c(c(=O)oc12)CCCC3 (stereo unspecified),-0.1,0,-0.1,-2,3,-1,-7,-16,99,-4
CCCCc1cc(=O)oc2c(C)c(OCC(=O)NCCN3CCOCC3)ccc12,-0.5,-4,0.1,0,0,-1,-1,-7,92,3
COc1ccc(-n2nnnc2CNC(=O)C2CC(=O)N(c3ccc(F)cc3)C2)cc1 (stereo unspecified),-2.1,2,1.1,-5,-4,-1,4,-5,101,23
COC(=O)c1ccc(COc2ccc(-c3nnn(CC(=O)NC(C)(C)C)n3)cc2)cc1,4.1,-3,-0.4,2,-6,0,1,-2,101,7
CCc1nc2oc3ccccc3c(=O)c2c(=O)n1CCOC,0.6,2,-0.2,-1,-4,1,-2,-5,99,5
COc1ccc(-n2c(=S)[nH]c3cc(C(=O)NCc4cccnc4)ccc3c2=O)cc1,-0.3,-3,0.2,10,3,-1,4,-7,103,-2
COC(=O)c1ccc(NC(=O)C2CCN(C(=O)c3cc(OC)c(OC)c(OC)c3)CC2)cc1,0.4,-3,0.3,7,1,2,-2,-4,101,29
O=C1CCN(CCc2ccccc2)CCN1CCSc1ccccc1,-0.6,2,0.0,-3,3,-2,-10,-7,99,-16
NC(=O)c1ccc(C(=O)N/N=C/c2cccc(Oc3ccccc3)c2)cc1,0.2,7,0.3,7,-11,2,1,-7,100,-4

# Exported with two lines to a compound: part of the list above
# Values run as follows: hiPSC survival	PDI inh	aDG glyco act	Granule exo inh	Cardio protect	N-glyco inh	HTR2A ag	CaV13 ICDI inh	ABCB6 inh 2	Vif inh
> NC(=O)c1ccc(C(=O)N/N=C/c2cccc(Oc3ccccc3)c2)cc1
 : 0.2	7	0.3	7	-11	2	1	-7	100	-4
> CCCCc1cc(=O)oc2c(C)c(OCC(=O)NCCN3CCOCC3)ccc12
 : -0.5	-4	0.1	0	0	-1	-1	-7	92	3

# New compounds follow
Molecule,hiPSC survival,PDI inh,aDG glyco act,Granule exo inh,Cardio protect,N-glyco inh,HTR2A ag,CaV13 ICDI inh,ABCB6 inh 2,Vif inh
CCOc1ccc(N(CC(=O)NC2CCCCC2)C(=O)CCC(=O)Nc2cc(C)ccn2)cc1,-0.4,14,0.1,2,4,1,4,-5,99,7
CC1(Oc2cccc(F)c2)CCN(Cc2ccc(-c3ccccn3)cc2)C1 (stereo unspecified),0.5,4,-0.1,2,-10,1,-6,-7,98,-5
CCOC(=O)c1cc2cc(OC)ccc2nc1C,-1.1,-8,-0.4,-2,0,0,-1,/,/,12
COc1ccc(-c2c[n+](CC(=O)c3cccs3)c3n2CCC3)cc1,-0.3,-3,0.2,8,-1,1,-2,-4,98,0
COc1ccc(C#Cc2c(C=O)n(C)c3ccccc23)cc1,-1.5,-1,0.9,-2,-11,2,2,-28,96,-7
O=C1CN(C(=O)COc2ccc(Cl)c(Cl)c2)c2ccccc2N1,-0.4,-2,-0.3,-2,-2,-1,-2,-5,99,11
CCN(CC)c1ccc(C=NCCc2ccc(S(N)(=O)=O)cc2)cc1,-0.6,-1,-0.5,-3,0,-3,2,-9,94,4
O=c1c(Br)c(NCc2ccccc2)cnn1-c1ccc(F)cc1,-1.6,-8,-0.2,-9,11,0,-7,2,94,5
O=C(NCCc1ccccc1)C(=O)NCC1OCCN1S(=O)(=O)c1ccc(F)cc1 (stereo unspecified),1.8,/,-0.2,-1,-2,0,1,-3,93,-5
COc1cccc(N2CCN(CC(=O)NC(=O)NCc3ccco3)CC2)c1,0.0,-2,0.6,-2,-3,4,1,-7,93,0
O=C(Cc1n[nH]c(=O)c2ccccc12)OCC(=O)c1ccc(F)cc1,-0.3,-3,-0.1,4,42,-2,2,-6,90,0
COc1ccc(CCNC(=O)c2cccc(S(=O)(=O)N3CCCC3)c2)cc1,0.3,9,0.1,-3,4,1,2,-2,99,-2
O=C(C(c1ccccc1)c1ccccc1)N1CCOCC1,2.1,-2,0.1,0,4,2,1,/,96,-17
Cc1ccc(NC(=O)c2ccc3c(c2)nnn3C)cc1,2.0,0,-0.1,-2,7,0,0,-5,94,27
CC(C)NS(=O)(=O)c1ccc(NC(=O)NC2CCCCC2)cc1,0.4,-14,-0.1,-2,-2,-2,0,-3,86,4
O=C(NNC(=O)c1oc2ccccc2c1-n1cccc1)c1ccco1,0.1,0,0.0,-1,-4,2,-1,-7,100,-4
Cc1c(C(=O)N2CCN(c3ccccc3)CC2)oc2c1C(=O)CC(C)(C)C2,-0.5,1,-0.2,0,8,0,-1,-2,99,-4
CCOC(=O)C1CCCN(S(=O)(=O)CCNC(=O)c2ccccc2)C1 (stereo unspecified),-0.1,4,-0.1,-8,0,3,1,-4,93,/
CCCCn1c(N)c(N(CCC(C)C)C(=O)C(C)N2C(=O)c3ccccc3C2=O)c(=O)[nH]c1=O (stereo unspecified),0.2,0,0.6,0,6,-1,3,/,103,-10
CC(=NCCCNC1CCCCC1)C1=C(O)CC(C)(C)CC1=O,-3.0,1,-0.2,-4,-1,0,3,/,96,4
O=C(Nc1cccc(NC(=O)c2cncc(Br)c2)c1)c1cncc(Br)c1,0.3,-1,-0.1,-5,30,0,1,-11,100,-3
Nc1ccc2[nH]c(=S)sc2c1,2.0,9,-0.1,-24,3,0,4,-2,97,-7
Cc1cccc(S(=O)(=O)C(C#N)c2nc3ccccc3nc2N2CC(C)OC(C)C2)c1 (stereo unspecified),-0.5,-7,0.1,-1,-12,2,3,-11,96,-10
COc1ccc(CCCc2nnc(SCC(=O)NN)o2)c(C)c1,-0.1,-5,-0.1,-6,-3,0,-5,-2,91,-2
CCOc1ccccc1NC(=O)CCS(=O)(=O)c1ccc(Br)cc1,0.5,-6,0.2,0,-1,-1,7,-20,106,-9
COc1ccc(-c2cncnc2N)cc1OC,-1.0,-10,-0.2,9,-4,-2,1,-15,102,5
Cc1cc(S(=O)(=O)N2CCOCC2)ccc1OCC(=O)NCCN1CCOCC1,0.1,-17,-0.1,-1,-4,0,-1,-4,92,71*
Cc1occc1C(=O)Nc1cccc(Cl)c1Cl,-0.5,5,0.0,-13,-5,-2,-8,-6,98,-11
CCCCCC(=O)N1C[C@H](n2cc(COC(=O)c3ccccc3)nn2)[C@@H](O)C[C@@H]1c1ccccc1,-1.3,3,0.1,-5,6,4,-3,-6,102,-7
Cc1ccc(Oc2ccccc2NC(=O)C2=COCCO2)cc1,-0.3,-9,0.4,-2,-6,-2,-3,-15,97,2
CN(C)/C=N/c1sc2c(c1C#N)CCCC2,0.5,1,0.3,-8,8,-1,1,-6,97,-16
O=C1NCC(NC(=O)C(F)(F)F)c2cc3c(cc21)OCO3 (stereo unspecified),-0.5,-5,0.3,3,-1,0,4,-7,100,1
CCCCN1C(=O)C(CC(=O)NCc2ccco2)CC(C(=O)N(CC)CC)=C1C (stereo unspecified),-1.9,-2,0.9,0,5,1,3,-5,93,-1
O=C(NCc1ccco1)/C(=C\c1cccs1)NC(=O)c1ccsc1,3.5,-3,-0.2,-3,14,0,4,-3,103,-3
O=c1oc2ccccc2n1CCn1c2ccccc2c2nc3ccccc3nc21,1.3,5,0.0,3,-8,1,-4,/,96,1
Cc1c(Cl)c([N+](=O)[O-])nn1CC(=O)NC1CCCCC1,1.5,1,-0.1,-3,-9,0,-5,/,110,11
O=C(OCc1nc(-c2ccccc2Cl)no1)c1ccco1,-3.1,-8,0.2,9,0,1,-3,-5,101,4
COc1ccc(Cl)cc1S(=O)(=O)N1CCCC(C(=O)NCc2ccncc2)C1 (stereo unspecified),0.1,2,-0.1,-2,5,1,1,/,92,13
COc1ccc(/C(=C\Nc2ccc(C)c(C)c2)C(C)=O)cc1OC,-2.0,1,-0.2,0,-3,1,6,-15,99,3

# Source: PubChem (several laboratories)
